Source: PubChem
Yeast superoxide: yeast age-related superoxide inhibition as caloric restriction mimetic. S. cerevisiae aged cells, superoxide DHE fluorescence; stronger effect = lower value. superoxide response (% of plate mean), % at 10 µM. 0.18% of 330,000 active;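 active means superoxide response under a set limit, about three screen SD below normal, cut at about 65% in these data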;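 further: yeast aged for seven days with compound at 30 °C before DHE staining; 100% = average MFI of all compound-treated wells on the plate with controls excluded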
MEX-5 binding: C. elegans MEX-5 TCR-2 RNA binding activity; Q9XUB2; MEX-5/FITC-TCR2 RNA binding, fluorescence polarization; stronger effect = lower value; activity score (negative = inhibition of binding), % at 10 µM; 0.38% of 300,000 active; AID 1832;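 active means inhibition past about -25% in most replicates, and total fluorescence under double the plate's negative control median, limit read from the data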;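 further: 0% = DMSO and -100% = 5 µM competing unlabeled TCR2 RNA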
Target sequence (Q9XUB2 whole entry, looked up): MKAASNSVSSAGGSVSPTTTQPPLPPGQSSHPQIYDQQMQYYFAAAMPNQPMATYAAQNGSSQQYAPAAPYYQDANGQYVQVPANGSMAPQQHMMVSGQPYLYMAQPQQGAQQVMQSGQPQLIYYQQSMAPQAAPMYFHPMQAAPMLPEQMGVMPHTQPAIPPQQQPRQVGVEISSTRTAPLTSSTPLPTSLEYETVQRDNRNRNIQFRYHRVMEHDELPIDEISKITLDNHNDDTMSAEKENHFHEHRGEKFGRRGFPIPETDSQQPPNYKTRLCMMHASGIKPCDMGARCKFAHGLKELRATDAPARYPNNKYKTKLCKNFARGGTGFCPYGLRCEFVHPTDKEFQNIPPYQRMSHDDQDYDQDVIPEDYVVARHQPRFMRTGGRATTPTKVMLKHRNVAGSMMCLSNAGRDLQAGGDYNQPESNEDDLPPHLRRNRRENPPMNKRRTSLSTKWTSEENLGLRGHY
Fam108B inh: blocks mouse Fam108B hydrolase in RBBP9 counter-screen. recombinant Fam108B, FP-Rh probe fluorescence polarization. inhibition, % at 9.51 µM. 0.33% of 300,000 active. AID 1947;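 active means inhibition above the screen mean inhibition plus 3 SD, computed separately per campaign, cut at about 18% in these data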;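 further: inhibitors lower polarization as less probe binds the enzyme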
MCL1-BIM inh: inhibitors of human MCL1 binding to BIM-BH3 peptide. Q07820. 0.68% of 320,000 active. inhibition, % at 10.9 µM. GST-MCL1 / FITC-Bim-BH3 fluorescence polarization;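 active means inhibition above the mean inhibition of all tested compounds plus 3 SD, set per campaign, cut at about 40% in these data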;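 further: 0% = DMSO wells and 100% = unlabeled Bim-BH3 peptide control; higher means more loss of mP so more displacement of Bim peptide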
Target sequence (Q07820 whole entry, looked up): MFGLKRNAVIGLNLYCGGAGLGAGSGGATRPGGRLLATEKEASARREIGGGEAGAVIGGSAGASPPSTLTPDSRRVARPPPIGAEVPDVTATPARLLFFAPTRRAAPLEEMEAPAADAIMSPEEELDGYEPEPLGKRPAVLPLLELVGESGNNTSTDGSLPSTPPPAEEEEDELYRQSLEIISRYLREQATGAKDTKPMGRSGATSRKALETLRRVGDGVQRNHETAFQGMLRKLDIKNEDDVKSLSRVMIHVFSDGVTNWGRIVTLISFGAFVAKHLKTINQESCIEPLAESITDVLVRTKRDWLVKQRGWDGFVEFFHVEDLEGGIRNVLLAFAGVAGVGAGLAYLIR
ZTA DNA inh: counter-screen for EBNA-1 inhibitors: inhibitors of Epstein-Barr virus ZTA | P03206 | ZTA-DNA binding, fluorescence polarization | inhibition, % at 11 µM | 0.15% of 320,000 active | AID 2234; in the data active means inhibition above about 33%
EBNA-1 inh: blocks EBNA-1 binding to DNA; EBNA-1 DNA binding, fluorescence polarization; inhibition, % at 14.8 µM; 0.34% of 300,000 active; AID 1950; in the data active means inhibition above about 28%
Bcl-xL primary: blocks human Bcl-xL binding to Bim BH3 peptide; inhibition, % at 10.9 µM; 0.7% of 320,000 active; GST-Bcl-xL / FITC-Bim BH3 peptide fluorescence polarization; AID 2129;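 active means inhibition above the mean of all tested compounds plus 3 SD, cutoff set per campaign, cut at about 30% in these data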;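 further: 0% = DMSO wells and 100% = unlabeled Bim-BH3 peptide competitor; inhibitors lower millipolarization by displacing the labeled peptide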
Target sequence (Q07817 whole entry, looked up): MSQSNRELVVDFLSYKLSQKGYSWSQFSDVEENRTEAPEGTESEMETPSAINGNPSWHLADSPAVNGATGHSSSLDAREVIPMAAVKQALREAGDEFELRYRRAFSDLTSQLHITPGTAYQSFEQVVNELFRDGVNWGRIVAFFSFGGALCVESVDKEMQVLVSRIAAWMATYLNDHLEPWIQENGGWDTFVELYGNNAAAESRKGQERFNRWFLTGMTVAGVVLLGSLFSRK
GLD-1 TGE inh: GLD-1-TGE RNA interaction inhibition (C. elegans). AID 2280. 0.44% of 320,000 active. purified GLD-1 + fluorescein TGE RNA, fluorescence polarization. inhibition, % at 5.96 µM;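 active means percent inhibition above a per-plate cutoff, the plate mean of test compounds plus 3 SD, cut at about 30% in these data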;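 further: 0% = DMSO wells with GLD-1 and probe and 100% = wells lacking GLD-1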
Efflux pump mplx: inhibitors of Candida antifungal efflux pumps expressed in yeast. S. cerevisiae Candida pump triplex, Nile Red efflux. inhibition, % at 10 µM. 0.44% of 330,000 active. AID 485275;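 active means plate passing quality check with inhibition over a set limit, or well fluorescence over plate mean plus 4 SD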;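 further: Nile Red retained in pooled yeast measured as flow cytometry median fluorescence; 0% = buffer negative control and 100% = Enniatin B positive control; higher means more Nile Red kept so more efflux inhibition; some compounds called inactive have numbers as strong as hits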
* hit, by the source's call; . = not tested or not shown. The order is random (roughly 2.3% active in at least one column).

SMILES	Yeast superoxide	MEX-5 binding	Fam108B inh	MCL1-BIM inh	ZTA DNA inh	EBNA-1 inh	Bcl-xL primary	GLD-1 TGE inh	Efflux pump mplx
Cc1ccc2nc(NCCO)nc(-c3ccccc3)c2c1	105	-0.6	-5	3	4	3	6	5	0.0
[N-]=[N+]=NC[C@H](Cc1ccccc1)N1CC[C@@H](O)CCC1=O	104	1.7	1	2	2	8	4	5	0.0
Nc1nnnn1CC(=O)OCc1cccc(Br)c1	95	0.8	4	-7	4	3	-9	8	-0.1
COc1ccc(C(=O)CSc2nnc(-c3ccoc3C)n2CC2CCCO2)cc1 (centres undefined)	96	2.4	-3	-14	9	15	-5	2	-0.1
Cc1cccc(OCC(=O)N(Cc2cccs2)C2CCS(=O)(=O)C2)c1 (centres undefined)	105	-1.9	-2	1	-14	2	0	0	-0.2
Cc1cccc(-c2nc(CS(=O)CC(=O)NCCc3ccccc3)c(C)o2)c1 (centres undefined)	118	-1.7	3	3	14	7	0	-4	0.0
CC(C)N=C1SC(CC(=O)Nc2ccccc2)C(=O)N1C(C)C (centres undefined)	88	-3.3	-4	13	-3	-13	11	3	-0.1
O=C(CCC1CCCN(C(=O)c2ccc3c(c2)OCO3)C1)NCc1ccc(F)c(F)c1 (centres undefined)	94	1.6	1	-1	-2	-7	5	-2	0.0
Cc1c(/C=N\NC(=O)c2ccc(F)cc2)cnn1C	87	-3.2	0	-10	-13	-4	-4	6	-0.1
COc1ccc(C/C(N)=N/OC(=O)Cc2ccccc2)cc1	101	-1.2	-6	-11	-15	-13	-8	5	-0.1
Cc1ccc(N2C(=O)C3N=NN(CC(=O)N4N=C(c5ccccc5)CC4c4ccccc4)C3C2=O)cc1 (centres undefined)	116	-0.4	-5	5	9	-9	-2	-4	0.3
CCCCCN(C(=O)CCC(=O)OCC(=O)N(CC)C1CCCCC1)c1c(N)n(CCCC)c(=O)[nH]c1=O	91	-0.7	-3	-2	-12	-12	1	-6	0.3
COC(=O)/C=C1/SC(=NC(=O)c2ccccc2)NC1=O	88	-0.6	4	6	-5	0	4	-4	-0.4
CCn1c(O)c(N=N)c2ccccc21	107	-0.5	-2	-1	9	-8	-4	-5	0.3
CC(=O)Nc1ccc(S(=O)(=O)N(C)CC(=O)OCC(=O)c2cc(C)n(-c3ccc4c(c3)OCO4)c2C)cc1	100	1.2	-6	2	-8	0	5	5	0.1
O=C(Cc1cccs1)N(Cc1cccs1)C1(C(=O)NC2CCCC2)CCCCC1	90	2.3	-2	4	2	4	1	3	0.0
CCOc1ccc(C(=O)NCCc2cnc[nH]2)cc1OCC	107	3.1	6	-1	-2	-5	4	-6	0.2
Cc1ccc(C(=O)CSc2nnc(-c3ccc4[nH]c(C)c(C)c4c3)o2)cc1C	111	-1.3	-2	-9	6	5	-12	6	0.2
CC(=O)c1cccc(NC(=O)N2CCCC2C(=O)Nc2cccc(C)c2C)c1 (centres undefined)	89	.	2	8	10	-2	6	7	0.1
CCOC(=O)Cc1ccc(NC(=O)c2ccc(C(C)(C)C)cc2)cc1	103	0.5	-1	-4	-7	2	-3	9	0.0
CCc1nn(CC(=O)NCCCN2CCCC2=O)c(=O)c2cc3sccc3n12	89	-0.7	-4	-2	22	2	3	7	-0.1
O=S(Cc1ccc(Br)cc1)Cc1nnc(SCc2ccc(Br)cc2)n1-c1ccccc1 (centres undefined)	98	-1.0	-4	3	25	1	4	10	-0.3
CCn1cc(CNC(=O)c2cccc([N+](=O)[O-])c2)c(C)n1	91	0.7	2	1	-2	-2	-4	3	11*
COCCCN1C(=O)C(O)=C(C(=O)c2ccco2)C1c1cccc(Br)c1 (centres undefined)	106	-0.7	-3	1	-1	-5	3	2	-0.1
CCCC(=O)Nc1ccc(S(=O)(=O)N2CCOCC2)cc1	98	0.6	1	2	9	11	-2	8	0.0
COc1ccc(NC(=O)c2cc(C)nc3ccccc23)cc1S(=O)(=O)Nc1ccccc1Cl	97	-3.5	0	8	7	7	8	-2	0.3
CSc1nc(C)c(CCOCc2ccc(F)cc2)c(=O)[nH]1	104	4.8	2	3	6	13	0	4	-0.1
NS(=O)(=O)c1ccc(N2C(=O)C(=O)/C(=C(/O)c3ccccc3)C2c2ccc(Cl)cc2)cc1 (centres undefined)	98	-2.4	4	6	-1	0	5	6	-0.1
CCc1nnc(NC(=O)CCS(=O)(=O)c2ccccc2)s1	98	-2.8	-2	-2	3	0	1	0	0.1
COc1ccc(N(C(=O)c2ccc(Cl)cc2)C2=CC3CCC(C2)N3C)cc1 (centres undefined)	102	-1.0	-3	4	14	7	7	3	0.0
COC(=O)Nc1ncc(CN2C(=O)c3ccccc3C2=O)s1	95	0.7	-1	5	10	2	4	2	0.1
COCCNC(=O)C(c1ccc(F)cc1)N(Cc1cccs1)C(=O)CCC(=O)Nc1ccccn1 (centres undefined)	103	1.9	-1	2	9	2	1	7	-0.1
Cc1csc(=O)n1CC(=O)Nc1nc2ccccc2s1	110	.	.	2	15	.	-3	-1	0.4
COc1ccccc1NC(=O)NCCN1CCCCC1	96	-2.2	-2	-8	10	-15	2	1	-0.1
Cc1ccc(NC(=O)CSc2n[nH]c(-c3cccnc3)n2)c(Br)c1	102	-6.8	-1	-6	4	-10	-4	-5	0.2
CCOC(=O)C1CN(S(C)(=O)=O)c2cc(CC(=O)OC)ccc2O1 (centres undefined)	102	2.2	-3	-5	9	7	3	-5	0.1
NC[C@H]1O[C@H](O[C@H]2[C@H](O)[C@@H](O[C@H]3O[C@H](CO)[C@@H](O)[C@H](N)[C@H]3O)[C@H](N)C[C@@H]2N)[C@H](N)C[C@@H]1O	112	2.2	-4	3	-3	2	4	4	0.1
COCCNC(=O)C(c1ccc(C)o1)N(CC1CCCO1)C(=O)Cn1nnc2ccccc21 (centres undefined)	95	2.5	1	1	-1	4	0	-5	-0.1
CC(C)CC(NS(=O)(=O)c1ccccc1)C(=O)O (centres undefined)	107	0.6	-2	0	-2	-6	3	-1	0.1
CN(Cc1ccccc1)C(=O)c1[nH]cnc1C(=O)NCC(=O)OC(C)(C)C	90	5.4	1	8	2	-2	4	3	-0.1
CCCNC(=O)C(Cc1ccccc1C)NC(=O)c1ccc(C(F)(F)F)cc1 (centres undefined)	104	.	.	0	-1	.	2	1	-0.2
COc1cccc(C2NC(=O)CCC2[N+](=O)[O-])c1 (centres undefined)	101	-1.4	-2	1	-4	7	6	4	0.0
COc1ccc(/C=C/C(=O)NC(=S)Nc2ccccn2)cc1	95	-0.4	-10	-3	16	6	2	11	-0.3
Cc1ccc(C(=O)C[n+]2cccc3cc(C)ccc32)cc1	110	-1.8	-3	9	-1	-3	14	-19	0.0
Cc1nn(CC(=O)NCCCN2C(C)CCCC2C)c(=O)c2cc3occc3n12 (centres undefined)	97	-2.2	2	2	-14	-3	4	2	-0.1
CC(C)CC(NS(=O)(=O)OCC(Cl)(Cl)Cl)c1ccccc1 (centres undefined)	103	-1.4	3	6	0	10	5	-6	0.1
O=C(Nc1ccccc1N(C(=O)c1ccco1)S(=O)(=O)c1cccs1)c1ccco1	85	0.9	2	10	-1	13	5	5	-0.1
COC(=O)C1=C(C(=O)OC)[C@@H]2N(C)c3ccc(OC)cc3[C@@]23C[C@@H](C(=O)OC)N(C(=O)COCc2ccccc2)C3=N1	91	-1.6	2	19	-5	7	9	6	0.2
NC(=O)c1c(NC(=O)C2CC=CCC2C(=O)O)sc2c1CCCCC2 (centres undefined)	66	-0.2	3	41*	12	8	27	2	-0.8
O=C(Cn1cc([N+](=O)[O-])ccc1=O)NCc1ccc(Cl)cc1Cl	111	1.0	-2	1	16	5	2	-3	-0.1
CCOc1ccccc1C(=O)N(Cc1ccccc1)Cc1cc2cc3c(cc2[nH]c1=O)OCCO3	98	-1.8	-1	2	2	5	1	4	0.0
CCOC(=O)N1CCN(S(=O)(=O)c2ccc3c(c2)SC(C)C(=O)N3)CC1 (centres undefined)	95	3.4	-1	3	17	-2	6	-3	0.0
COc1ccc(C2OCC3(CO2)SC(N)=NC3=O)cc1 (centres undefined)	92	0.2	1	6	9	1	3	1	0.0
COc1cc(OC)cc(C(=O)OCC(=O)N2CCCC2)c1	87	1.0	1	4	-13	-14	2	6	0.1
CCOC(=O)Cn1c(-c2ccc(Cl)nc2)nc2ccccc21	97	-3.6	2	-1	-23	-2	-4	-6	-0.1
COc1ccccc1NS(=O)(=O)c1cccc(C(=O)NCc2ccco2)c1	98	1.7	-1	4	-6	-2	2	5	-0.2
CC(C)CC(NC(=O)C1CCCN1C(=O)[C@@H](C)NC(=O)OCc1ccccc1)C(=O)NCC(N)=O (some centres undefined)	103	-0.6	0	2	4	8	10	3	-0.1
O=C(O)CS(=O)(=O)c1ccc(Oc2ccc(S(=O)(=O)CC(=O)O)cc2)cc1	103	0.8	1	8	10	-4	1	6	0.2
O=C(NCCCn1ccnc1)c1ccc(S(=O)(=O)Nc2ccccc2)cc1	92	1.9	-5	3	-6	-3	1	11	0.0
Cc1nc(SCC(=O)NCCc2ccccc2)c2c(=O)n(C)c(=O)n(C)c2n1	102	1.7	-7	-4	12	-4	3	7	0.3

Exported in markdown: 3 of the compounds above.
| SMILES | Yeast superoxide | MEX-5 binding | Fam108B inh | MCL1-BIM inh | ZTA DNA inh | EBNA-1 inh | Bcl-xL primary | GLD-1 TGE inh | Efflux pump mplx |
| --- | --- | --- | --- | --- | --- | --- | --- | --- | --- |
| CCOC(=O)N1CCN(S(=O)(=O)c2ccc3c(c2)SC(C)C(=O)N3)CC1 (centres undefined) | 95 | 3.4 | -1 | 3 | 17 | -2 | 6 | -3 | 0.0 |
| Cc1nc(SCC(=O)NCCc2ccccc2)c2c(=O)n(C)c(=O)n(C)c2n1 | 102 | 1.7 | -7 | -4 | 12 | -4 | 3 | 7 | 0.3 |
| COc1ccccc1NS(=O)(=O)c1cccc(C(=O)NCc2ccco2)c1 | 98 | 1.7 | -1 | 4 | -6 | -2 | 2 | 5 | -0.2 |

(more compounds)
SMILES	Yeast superoxide	MEX-5 binding	Fam108B inh	MCL1-BIM inh	ZTA DNA inh	EBNA-1 inh	Bcl-xL primary	GLD-1 TGE inh	Efflux pump mplx
Cn1c(NNC(=O)C(c2ccccc2)c2ccccc2)cc(=O)n(C)c1=O	91	-0.4	0	-4	-1	-3	2	7	-0.1
CCOc1cc(NC(=S)Nc2cccc(OC)c2)c(OCC)cc1NC(=O)C(C)C	102	-1.6	6	14	-5	1	7	5	0.0
C/C(=N/NS(=O)(=O)c1ccc(C)cc1)c1c(O)c2ccccc2oc1=O	105	-0.3	0	-4	15	1	0	-3	0.0
CCc1nnc(NC(=O)CN2CCN(Cc3cccc(F)c3)CC2)s1	97	-0.8	-2	6	-20	5	1	-5	-0.1
CC(C)(C)OC(=O)N1CCC(CNC(=O)c2ccccc2)CC1	90	-0.7	-1	-4	-3	2	-2	-2	0.0
COc1cc(/C=C/C(=O)OCC(=O)c2c(N)n(C)c(=O)n(C)c2=O)ccc1O	100	-2.2	-1	-20	4	-3	0	-5	-0.1
CN(C)S(=O)(=O)c1ccc(C(=O)NCc2cccs2)cc1	97	1.4	2	3	-1	4	1	3	-0.1
Cc1cnccc1NC(=O)c1cccs1	108	-1.2	1	5	-7	-7	6	0	-0.1
COc1ccccc1CNC(=O)c1oc2ccccc2c1C	102	0.8	1	9	3	11	6	0	-0.1
CCCOc1ccccc1NC(=O)Nc1ccccc1Cl	95	0.9	-1	3	-9	0	3	-3	0.0
O=C(NC1CC2CCC1C2)c1ccco1 (centres undefined)	101	0.3	-3	1	13	4	7	2	-0.1
CCCCN(C(=O)c1c(CC)noc1C)c1c(N)n(CCC)c(=O)[nH]c1=O	90	-0.6	-3	-4	-8	-1	-4	1	0.0
